SENP8 block-1: blocks human SENP8 cleavage of Nedd8 substrate; inhibition, % at 20 µM; 360,000 compounds, 0.64% hits; Q96LD8; AID 602440; recombinant SENP8, Nedd8 substrate fluorescence; in the data active means inhibition mostly above about 40%, no sharp cut-off; inactive means mostly below about 27%
Target sequence (Q96LD8 whole entry, looked up): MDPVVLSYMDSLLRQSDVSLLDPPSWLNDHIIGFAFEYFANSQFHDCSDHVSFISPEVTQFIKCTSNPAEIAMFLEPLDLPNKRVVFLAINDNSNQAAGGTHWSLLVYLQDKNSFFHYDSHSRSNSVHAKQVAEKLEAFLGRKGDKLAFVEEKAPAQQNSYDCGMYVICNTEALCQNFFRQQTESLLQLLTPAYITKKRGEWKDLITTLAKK
SENP6 inh: inhibitors of human SENP6 protease. Recombinant SENP6 catalytic domain, aminoluciferin luminescence. inhibition, % at 10 µM. 330,000 compounds, 1.8% hits. Q9GZR1. AID 2599;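 active means inhibition above about 50% at the single tested dose, limit read from the data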;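 further: plate controls were DMSO wells with enzyme for no effect and DMSO wells lacking enzyme for full effect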
SENP8 block-2: inhibitors of human SENP8 protease; Q96LD8; purified SENP8, Z-RLRGG-aminoluciferin cleavage, luminescence; inhibition, % at 10 µM; 330,000 compounds, 1.2% hits; AID 2540; in the data active means inhibition above about 50%
Apaf-1 inh: inhibitors of human Apaf-1 apoptosome; 330,000 compounds, 0.71% hits; inhibition, % at 20 µM; AID 489030; reconstituted apoptosome caspase-3 activity, DEVD-Rh110 fluorescence; active means inhibition of at least 40% at 20 µM;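 further: plate controls were DMSO wells for no effect and DEVD-CHO caspase inhibitor wells for full effect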
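Assay system: Apoptosome proteins | Medium: pH 7.5 Hepes buffer with CHAPS, BSA, DTT | Also added: Cytochrome c and DEVD-Rh110 substrate | Times: 30 min plus 50 min, RT | Detection: Rhodamine 110 fluorescence at Ex 480/Em 540 nm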
SENP1 inh: SENP1 (human) catalytic domain inhibition; recombinant SENP1 catalytic domain, CyPet-SUMO1-YPet FRET cleavage; inhibition, % at 10 µM; 360,000 compounds, 0.21% hits; AID 624204;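 active means inhibition at least 30% at 10 µM, raw YFP signal under a set limit, fluorescence ratio 0.5 to 1.5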;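 further: 0% = enzyme with DMSO and 100% = no enzyme wells; some results filed as inactive read as strong as hits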
Target sequence (Q9P0U3 419-644 limits assumed): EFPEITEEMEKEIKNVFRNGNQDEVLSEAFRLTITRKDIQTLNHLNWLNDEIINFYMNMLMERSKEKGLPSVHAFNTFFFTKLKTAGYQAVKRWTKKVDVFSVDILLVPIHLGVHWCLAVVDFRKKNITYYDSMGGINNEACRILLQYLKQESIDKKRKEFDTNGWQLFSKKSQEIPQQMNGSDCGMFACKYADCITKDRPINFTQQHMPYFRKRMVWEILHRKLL
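Assay system: hSENP1 catalytic domain, recombinant. Amount: SENP1 enzyme, 20 pM final. Schedule: 50 min reaction, RT, dark. Technique: FRET, CFP and YFP emission. Control set: no-enzyme wells low, DMSO-plus-enzyme wells high control.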
PfG6PD inh: PfG6PD (Plasmodium falciparum) enzyme inhibition; PfGluPho enzyme, NADPH resazurin-diaphorase fluorescence; inhibition, % at 20 µM; AID 504690; 350,000 compounds, 0.78% hits;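 active means inhibition reaching at least a set limit at 20 µM in the primary screen, cut at about 59% in these data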;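 further: 0% = DMSO wells with substrate and 100% = DMSO wells lacking glucose-6-phosphate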
SENP7 block: blocks the human protease SENP7; Q9BQF6; recombinant SENP7, Z-RLRGG-aminoluciferin luminescence, 40 min; inhibition, % at 5 µM; 330,000 compounds, 1.5% hits; AID 434973;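 active means inhibition above about 50% at the single test dose, limit read from the data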;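 further: plate controls were DMSO with enzyme for no effect and no enzyme buffer wells for full effect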
Target sequence (Q9BQF6 706-1050 limits assumed): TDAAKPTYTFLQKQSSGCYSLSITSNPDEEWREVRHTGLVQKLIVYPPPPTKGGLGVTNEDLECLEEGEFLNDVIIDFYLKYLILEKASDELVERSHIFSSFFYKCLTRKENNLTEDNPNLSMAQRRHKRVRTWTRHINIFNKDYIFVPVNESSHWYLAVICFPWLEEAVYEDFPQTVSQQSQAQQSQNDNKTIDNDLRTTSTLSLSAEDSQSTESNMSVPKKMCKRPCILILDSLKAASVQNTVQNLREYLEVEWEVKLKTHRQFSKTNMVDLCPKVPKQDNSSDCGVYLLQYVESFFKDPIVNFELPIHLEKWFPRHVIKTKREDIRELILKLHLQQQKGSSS
HKDC1 inh: HKDC1 (human) hexokinase inhibition; Q2TB90; recombinant HKDC1, G6PDH/diaphorase resazurin coupled fluorescence; inhibition, % at 20 µM; 340,000 compounds, 0.16% hits;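 active means inhibition above about 35% when tested at 20 µM, limit read from the data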;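 further: plate controls were DMSO wells with enzyme for no effect and DMSO wells lacking enzyme for full effect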
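Assay system – recombinant HKDC1 (HK5) hexokinase enzyme, produced in-house · Input – HKDC1 at 5 µg/mL · Reagent – glucose plus 1 mM ATP as hexokinase substrates · Timing – 90 min reaction incubation at room temperature, dark · Measured by – G6PDH/diaphorase-coupled fluorescence, 1 mM NADP, 100 µM resazurin, 525/613 nm · Benchmarks – DMSO-enzyme wells negative, buffer-substituted wells positive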
* hit, by the source's call; i = inactive; · = no result given.

compound	SENP8 block-1	SENP6 inh	SENP8 block-2	Apaf-1 inh	SENP1 inh	PfG6PD inh	SENP7 block	HKDC1 inh
Cc1cc(N/N=C/c2ccc([N+](=O)[O-])o2)nc2ccccc12	10	-7	-9	14	-14	-5	4	-8
O=C(c1ccccc1)N1CCN(CC(O)COCC2CC=CCC2)CC1 (stereo unspecified)	20	5	0	5	-1	6	5	1
CC(NC(=O)c1csc2ccccc12)C1CCCO1 (stereo unspecified)	11	-9	-9	-4	0	-15	-6	-1
CCN(C(=S)Nc1cccc(C)c1)c1ccccc1	18	-27	-8	1	0	0	-9	-7
NC(=O)C[C@@H]1NC(=O)CNC(=O)c2cc([N+](=O)[O-])cc(I)c2NCCC(C(N)=O)NC1=O (stereo partly specified)	23	11	4	2	-1	-4	-6	-3
CCC(=O)Nc1ccc(F)c(Cl)c1	14	5	0	-6	2	-27	1	-5
Clc1ccc(OCc2nc(-c3ccccn3)n[nH]2)cc1	5	-8	-13	10	-6	-16	-5	-14
Cn1cc(Br)c(-c2cccc(NC(=O)CCCC(=O)O)c2)n1	29	-14	2	-20	2	-18	-3	4
O=C(NCc1cccc(OC(F)(F)F)c1)c1cccc2c1C(=O)c1ccc(-c3ccc(F)cc3OCc3ccccc3)cc1S2(=O)=O	-11	-2	-9	10	-2	9	-15	-12
O=C(Nc1ncccc1O)c1ccc(C(=O)c2ccccc2)cc1	0	-6	-13	11	0	-6	-3	2
CCOC(=O)C1CCN(c2cc3c(cc2NC(=O)c2cc(OC)ccc2Br)n(C)c(=O)n3C)CC1	-166	-2	3	36	-19	8	36	4
COc1ccc(NC(=O)CCCCC#Cc2ccccc2)cc1	8	-13	-12	12	2	4	0	-1

Rewritten with two lines to a compound: part of the list above.
Value order – SENP8 block-1 | SENP6 inh | SENP8 block-2 | Apaf-1 inh | SENP1 inh | PfG6PD inh | SENP7 block | HKDC1 inh
CCC(=O)Nc1ccc(F)c(Cl)c1
  14 | 5 | 0 | -6 | 2 | -27 | 1 | -5
Clc1ccc(OCc2nc(-c3ccccn3)n[nH]2)cc1
  5 | -8 | -13 | 10 | -6 | -16 | -5 | -14

The listing continues.
compound	SENP8 block-1	SENP6 inh	SENP8 block-2	Apaf-1 inh	SENP1 inh	PfG6PD inh	SENP7 block	HKDC1 inh
CCN1CCN(c2ccc(N3CCN(C(=O)c4ccc(Br)o4)CC3)nn2)CC1	-409	1	4	7	-5	-10	6	-2
Cc1ccc2nc(CSc3nnc(Nc4ccccc4C)s3)cc(=O)n2c1	-67	-15	-10	9	-26	24	1	-6
CCOc1ccnc(OCC)c1Br	12	-10	-3	-13	1	4	3	-8
COc1ccc(C(=O)N2CCN(Cc3nc(CC4CC4)no3)CC2)cc1	11	9	-3	0	2	-8	1	-13
CCCN1C(=O)/C(=C/c2ccccc2OCc2ccc(C(=O)O)cc2)NC1=S	-6	-14	-5	12	-53	-9	2	-3
Cn1cc(C(=O)N2CCN(c3cccc(Cl)c3)CC2)c(=O)c2cc(S(=O)(=O)N3CCOCC3)ccc21	25	-2	-9	4	-1	3	5	5
C=CCN(CC=C)S(=O)(=O)c1ccc(NC(=S)NC(=O)C2CC2)cc1	10	-6	7	25	-1	-6	-5	0
COc1ccc(NC(=O)C2C3CCC(O3)C2C(=O)O)c(C)c1 (stereo unspecified)	6	0	2	-11	-1	23	23	4
COc1ccc2c(Cl)c(C(=O)OCC(=O)c3ccc4c(c3)NC(=O)CO4)sc2c1Cl	-155	·	·	·	-1	-15	·	-7
COCCNC(=O)C(OC(=O)c1ccco1)c1ccccc1F (stereo unspecified)	16	15	1	-5	1	-7	2	3
Clc1ccccc1Cc1noc(CN2CCSCC2)n1	4	5	7	-2	1	-1	5	-12
Cc1ccc(NC(=O)C2CCCN2C(=O)Oc2ccccc2)c(C)c1 (stereo unspecified)	17	-19	5	-3	1	-13	-3	0
COc1cc(NC(=S)Nc2ccccn2)c(OC)cc1Cl	9	7	12	-4	2	5	0	-11
CC(Sc1nnc(Cc2cccs2)n1C1CCCCC1)C(=O)NCc1ccco1 (stereo unspecified)	28	9	7	4	0	-6	5	6
CN(C)CCCCOc1ccccc1F	24	3	-1	-24	0	2	-5	-2
Nc1ccc(C(=O)N/N=C\C=C\c2ccc([N+](=O)[O-])cc2)cc1	16	5	-4	4	0	-5	3	12
CC(NC(=O)C1CCCN(S(=O)(=O)N2CCOCC2)C1)c1ccccc1 (stereo unspecified)	7	-8	-6	-8	1	-11	13	-2
COc1ccccc1NS(=O)(=O)c1cc(C(=O)NCCCN2CCCC2=O)ccc1C	3	·	·	·	0	5	·	8
O=C(NCCCNC(=O)c1cc(Cl)ccc1Cl)c1ccco1	18	-19	4	2	2	-14	-1	-6
Cc1nc2ccccc2c(=O)n1/N=C/c1ccccc1	10	-20	-4	-3	1	11	14	-2
COc1ccc(/C=N/n2cnc3scc(-c4cccs4)c3c2=O)cc1OC	-22	11	3	16	0	-3	7	4
CN(C)S(=O)(=O)c1cccc(NC(=S)N2CCCCC2CO)c1 (stereo unspecified)	4	19	3	-5	1	-13	8	7
Cc1ccc(C)c(NS(=O)(=O)c2cc3c4c(c2)CC(=O)N4CCC3)c1	6	3	-3	12	1	0	0	3
Cc1ccc(Nc2nc(N)nc(CN3CCN(Cc4ccc5c(c4)OCO5)CC3)n2)cc1	32	-5	-10	-3	2	-9	8	-7
COc1ccc(S(=O)(=O)N(C)C[C@@H]2Oc3ccc(NC(=O)Nc4c(C)noc4C)cc3C(=O)N([C@H](C)CO)C[C@@H]2C)cc1	-31	6	0	7	1	7	9	-5
COc1ccc(-c2nn(CCC#N)cc2C(=O)Nc2cccc(C(=O)O)c2)cc1OC	7	-3	5	-3	-1	-10	-1	-4
CCCC(=O)Nc1nc(C)c(-c2csc(Nc3ccccc3C)n2)s1	-37	3	1	1	-5	21	1	-14
CC(=O)N1CCc2c(sc(NC(=O)CCS(=O)(=O)c3ccc(C)cc3)c2C#N)C1	-374	1	7	5	-11	-11	4	4
CSC(=O)CC(=O)NC(=O)c1ccccc1	8	12	0	3	2	-16	3	1
Cc1cnc(C(=O)OC(C)C(=O)NC2CCCc3ccccc32)cn1 (stereo unspecified)	-4	-4	-5	-4	-5	-12	13	-6
Cc1c(Cl)cccc1Nc1n[nH]c(=S)s1	12	·	·	·	1	47	·	8
COc1cccc(CNc2ccc3c(c2)ncn3C(C)C)c1OC	-198	1	-2	3	-6	23	-6	0
NC(=S)N/N=C\c1c2ccccc2cc2ccccc12	-281	·	·	·	-30	11	·	-2
COC(=O)c1ccccc1NC(=O)CSc1nc2cccnc2n1C	13	-1	3	2	-2	4	3	-7
Cn1c(=O)c(=O)n(C)c2cc([N+](=O)[O-])c(N3CCOCC3)cc21	8	1	-10	-14	-1	12	10	-5
Cn1c(CNC(=O)CNC(=O)Cc2ccc(F)cc2)cc(=O)n(C)c1=O	10	-2	1	-9	-1	13	5	2
Cc1ccc(C)c(N2C(=N)S/C(=C\c3ccc(-c4ccccc4C(=O)O)o3)C2=O)c1	-27	·	·	·	-26	-17	·	19
Cc1ccc(O)c(-c2cc(C(=O)NCc3ccncc3)[nH]n2)c1	17	2	1	-2	0	-7	9	1
CC(=O)Nc1cc(Cl)c(N=Cc2ccc(O)cc2O)cc1Cl	5	-1	0	-6	-10	-11	-4	5
COc1ccc(NC(=O)N(C)C[C@H]2Oc3c(NC(=O)Nc4ccc(C(F)(F)F)cc4)cccc3C(=O)N([C@H](C)CO)C[C@@H]2C)cc1	17	2	7	11	0	8	-3	6
COc1ccc2nc3oc(C(=O)NC4CCN(Cc5ccccc5)CC4)cc3cc2c1	i	-12	-8	19	-3	23	-7	2
CC1CCCC(C)N1C(=O)c1cc(-c2ccco2)on1 (stereo unspecified)	14	8	-4	10	13	15	7	1
COc1cc(/C=N/NC(=O)c2cccc(NC(=O)c3ccccc3)c2)ccc1O	-108	-4	7	6	0	22	0	9
COCCCNC(=O)C(=O)NC1CCCCCC1	10	-5	-18	6	-1	-21	-5	-4
CCCSc1nc(=S)n(Cc2ccccc2)c(C)c1C(C)=O	6	12	1	1	-1	-9	5	-8
O=C(CCC(=O)N1CCOc2ccccc21)N1CCOCC1	7	-10	-8	2	1	-11	8	-4
CC(C)n1c(/N=C/c2ccccc2O)nc2ccccc21	3	29	6	1	-2	-27	0	-5
Cc1cc(F)ccc1S(=O)(=O)Nc1c(C)n(C)n(-c2ccccc2)c1=O	1	-6	-8	3	1	0	-6	0
Cc1cccc(NC(=S)NCc2ccc3c(c2)cc(C)n3C)c1C	-2	-12	3	66*	-13	-8	2	-3
CCn1cc(C(=O)N[C@@H](CCSC)C(=O)NCCN2CCOCC2)c(=O)c2cc3c(cc21)OCO3	-97	-15	-8	13	0	-6	-15	-4
CCn1c(CC(=O)Nc2ccccc2F)nnc1SCC(=O)Nc1nncs1	2	22	7	-5	0	-6	1	-2
O=C(Nc1ccc2c(c1)Cc1ccccc1-2)c1ccccc1F	-3	-27	-22	-9	2	3	49	-4

Record cards, from the list above.
CCn1c(CC(=O)Nc2ccccc2F)nnc1SCC(=O)Nc1nncs1 is listed with SENP8 block-1: 2; SENP6 inh: 22; SENP8 block-2: 7; Apaf-1 inh: -5; SENP1 inh: 0; PfG6PD inh: -6; SENP7 block: 1; HKDC1 inh: -2
CCn1cc(C(=O)N[C@@H](CCSC)C(=O)NCCN2CCOCC2)c(=O)c2cc3c(cc21)OCO3 is listed with SENP8 block-1: -97; SENP6 inh: -15; SENP8 block-2: -8; Apaf-1 inh: 13; SENP1 inh: 0; PfG6PD inh: -6; SENP7 block: -15; HKDC1 inh: -4
